High-throughput results deposited in PubChem BioAssay by several laboratories.
PLAP inhibition: inhibition of human placental alkaline phosphatase – biochemical, luminescence, HTS (AID 690); purified PLAP, luminescent substrate; higher % means a stronger effect; one-dose inhibition, % at 20 µM; IC50 in µM for titrated hits; 96,000 tested, 0.08% active; in the data active = a potency from the dose series; inactive = the rest, 99 in 100 with inhibition below about 30%; note: strong numbers were not always called active
Bcl-B TR3 displacers: displacers of TR3 peptide from Bcl-B, primary screen, selectivity assay for Bfl-1 inhibitor project, biochemical, fluorescence polarization. AID 748. FP displacement of FITC-TR3 peptide from Bcl-B; higher % means a stronger effect. 96,000 tested, 0.11% active. one-dose displacement, % at 20 µM; IC50 in µM for titrated hits;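 active = displacement above 50% at 20 µM plus a fluorescence interference ratio under 1.5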;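 note: plate controls were wells without compound for no effect and wells lacking Bcl-B protein for full effect; a part of the inactive calls stands beside numbers as strong as those of hits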
NFkB transloc inh: blocks IL-1B driven NFkB nuclear translocation in HUVEC cells; HUVEC IL-1B NFkB p65 nuclear translocation imaging; inhibition, % at 2 µM; 94,000 tested, 0.43% active; AID 796;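 active = inhibition above about 30% together with a positive call from visual inspection of the well image, limit read from the data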;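 note: nuclear over cytoplasmic p65 intensity ratio measured by imaging; 0% = IL-1B stimulated DMSO wells and 100% = unstimulated DMSO wells; values of inactives mirror those of a sister screen read the other way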
NFkB transloc pot: enhances IL-1B driven NFkB nuclear translocation; HUVEC IL-1B NFkB p65 nuclear translocation imaging; activation, % at 2 µM; 94,000 tested, 0.3% active; AID 819;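 active = activation above 40%, about the mean plus 3 SD, also judged a hit on visual image review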;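 note: percent activation is computed from the nuclear over cytoplasmic p65 intensity ratio; values of inactives mirror those of a sister screen read the other way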
MRP resist rev: compounds reversing MRP-mediated drug resistance | H69AR cells + 2 uM doxorubicin, CellTiter-Glo, 72 h | differential viability (reversal), % at 10 µM | 85,000 tested, 0.04% active | AID 602;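 active = viability drop by adding the cancer drug above about 55%, with treated viability meeting a 40% cutoff, limit read from the data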;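 note: viability without doxorubicin minus viability with 2 µM doxorubicin for each compound; larger differential means the compound sensitizes cells more to doxorubicin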
MRP resist rev cytotoxicity: recorded beside MRP resist rev, whose call it bears; viability, %; H69AR cells, CellTiter-Glo, 72 h; measured here: cytotoxicity without doxorubicin
MRP resist rev with doxorubicin: second read-out of MRP resist rev, no call of its own (marks repeat the call); viability, %; measured here: viability with 2 uM doxorubicin; hits give low values
NFkB transloc inh cell count 2 µM: second read-out of NFkB transloc inh, no call of its own (marks repeat the call); cell count; measured here: cells passing quality filter;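 raw number of nuclei counted in each imaged well without normalization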
NFkB transloc pot cell count 2 µM: further read-out of NFkB transloc pot, marked with its call; cell count; measured here: cells passing quality filter
The depositor's hits bear a star; nt = no result given.

SMILES	PLAP inhibition	Bcl-B TR3 displacers	NFkB transloc inh	NFkB transloc inh cell count 2 µM	NFkB transloc pot	NFkB transloc pot cell count 2 µM	MRP resist rev	MRP resist rev cytotoxicity	MRP resist rev with doxorubicin
CC(C)(C)c1ccc(/C([O-])=C(/C(=S)NCc2ccco2)[n+]2ccccc2)cc1	-32%	32%	-15	186	15	186	nt	nt	nt
COC(=O)CNC(=O)c1cccs1	10%	-4%	-5	155	5	155	nt	nt	nt
Cc1ccnc(SCCn2c(N3CCC(C)CC3)nc3c2c(=O)n(C)c(=O)n3C)n1	nt	nt	-9	159	9	159	-10	77	87
Cc1ccc(C)c(NC(=O)CN(C)S(=O)(=O)c2ccc(F)cc2)c1	-13%	-7%	-10	114	11	114	-10	107	117
O=C(NNC(=O)c1cc(OCC(F)(F)F)ccc1OCC(F)(F)F)c1ccc(Cl)c(Cl)c1	-13%	-2%	nt	nt	nt	nt	nt	nt	nt
CCOC(=O)c1ccc(NC(=O)C(=O)NCC2CCCO2)cc1 (centres undefined)	-7%	-5%	0	136	0	136	nt	nt	nt
CCC(Sc1nncn1C)C(=O)Nc1nnc(-c2ccc(Cl)cc2)s1 (centres undefined)	-38%	-7%	4	137	-4	137	19	109	89
O=C(O)c1cnn2c(C(F)(F)F)cc(-c3ccccc3)nc12	11%	-2%	-12	201	12	201	nt	nt	nt
COc1ccc(C2C3=C(CC(C)(C)CC3=O)Nc3c2c(=O)[nH]c(=O)n3Cc2ccccc2)cc1OC (centres undefined)	-86%	2%	-9	137	9	137	0	76	76
O=C(COC(=O)c1cc(S(=O)(=O)N2CCOCC2)c(Cl)cc1Cl)Nc1ncc(C(F)(F)F)cc1Cl	-1%	-6%	-7	183	7	183	nt	nt	nt
CCCCCCOc1ccc(OCC(O)CN2C(=O)NC(C)(C)C2=O)cc1 (centres undefined)	-21%	10%	-8	170	7	170	12	95	83
Cn1c(SCCC(=O)O)nnc1-c1ccncc1	nt	nt	-9	121	9	121	-39	62	101
CC1CCCCC12NC(=O)N(Cn1nnc3ccccc3c1=O)C2=O (centres undefined)	4%	-1%	0	107	0	107	12	84	71
COc1ccc(C(=O)OCC(=O)Nc2ccc(F)c(F)c2)cc1OC	9%	-8%	-10	156	10	156	nt	nt	nt
NC(=O)c1cccc(S(=O)(=O)N2CC(c3ccccc3)CC2=O)c1 (centres undefined)	-21%	2%	8	196	-8	196	10	95	85
COc1ccccc1Nc1nc(N)nc(CN2CCOCC2)n1	1%	-3%	nt	nt	nt	nt	-38	62	99
COc1cccc(C2=NOC(C(=O)NCc3ccccc3)C2)c1 (centres undefined)	5%	-3%	-14	185	15	185	-24	26	50
c1ccc(CN2C3=NCCCN3c3ccccc32)cc1	nt	nt	-32	94	32	94	9	88	79
Cc1ccc2[nH]c(C)c(CC(=O)O)c2c1	-7%	1%	-23	94	23	94	-20	74	94
COc1cccc(C2C3(C#N)C(N)=NC(OC)(OC)C23C#N)c1 (centres undefined)	-5%	-9%	-6	171	6	171	-12	79	92
Cc1ccc(C)c(-n2c(SCC(N)=O)nnc2-c2ccccn2)c1	-7%	1%	-7	197	7	197	-10	80	90
c1ccc2c(c1)nnn2Cc1nnc2sc(-c3ccc4c(c3)OCCO4)nn12	11%	6%	-19	119	19	119	5	64	59
COc1ccc(CNC(=O)CSc2ncnc3nc[nH]c23)cc1	23%	-15%	-24	172	24	172	-2	87	90
CCNc1nc(NC(C)C)nc(NS(=O)(=O)c2ccc(Cl)cc2)n1	-50%	-7%	0	89	0	89	14	100	86
Cc1coc(C)c1C(=O)CC1(O)C(=O)N(CCc2ccccc2)c2ccccc21 (centres undefined)	-27%	1%	1	103	-1	103	17	107	91
NC(=S)Nc1cnc2ccccc2c1	15%	-12%	-10	174	10	174	nt	nt	nt
COc1ccc(C(=O)Nc2ccc(NC(=O)c3cnccn3)cn2)cc1	10%	-4%	-12	134	11	134	nt	nt	nt
COCCNC(=O)c1c(N)n(-c2ccccc2)c2nc3ccccc3nc12	-54%	2%	4	157	-3	157	-13	61	74
CCc1ccc(OCC(=O)Nc2ccc(S(=O)(=O)N3CCCC3)cc2)c(Br)c1	8%	1%	-4	162	4	162	-4	30	33
CC(=O)c1c(C)[nH]c(C(=O)COc2cc(C)cc(C)c2)c1C	17%	16%	8	143	-8	143	2	90	88

15 of these compounds, set out differently:
Screens in order – PLAP inhibition	Bcl-B TR3 displacers	NFkB transloc inh	NFkB transloc inh cell count 2 µM	NFkB transloc pot	NFkB transloc pot cell count 2 µM	MRP resist rev	MRP resist rev cytotoxicity	MRP resist rev with doxorubicin
CC1CCCCC12NC(=O)N(Cn1nnc3ccccc3c1=O)C2=O (centres undefined)
→ 4%	-1%	0	107	0	107	12	84	71
COc1ccc(C(=O)OCC(=O)Nc2ccc(F)c(F)c2)cc1OC
→ 9%	-8%	-10	156	10	156	nt	nt	nt
NC(=O)c1cccc(S(=O)(=O)N2CC(c3ccccc3)CC2=O)c1 (centres undefined)
→ -21%	2%	8	196	-8	196	10	95	85
COc1ccccc1Nc1nc(N)nc(CN2CCOCC2)n1
→ 1%	-3%	nt	nt	nt	nt	-38	62	99
COc1cccc(C2=NOC(C(=O)NCc3ccccc3)C2)c1 (centres undefined)
→ 5%	-3%	-14	185	15	185	-24	26	50
c1ccc(CN2C3=NCCCN3c3ccccc32)cc1
→ nt	nt	-32	94	32	94	9	88	79
Cc1ccc2[nH]c(C)c(CC(=O)O)c2c1
→ -7%	1%	-23	94	23	94	-20	74	94
COc1cccc(C2C3(C#N)C(N)=NC(OC)(OC)C23C#N)c1 (centres undefined)
→ -5%	-9%	-6	171	6	171	-12	79	92
Cc1ccc(C)c(-n2c(SCC(N)=O)nnc2-c2ccccn2)c1
→ -7%	1%	-7	197	7	197	-10	80	90
c1ccc2c(c1)nnn2Cc1nnc2sc(-c3ccc4c(c3)OCCO4)nn12
→ 11%	6%	-19	119	19	119	5	64	59
COc1ccc(CNC(=O)CSc2ncnc3nc[nH]c23)cc1
→ 23%	-15%	-24	172	24	172	-2	87	90
CCNc1nc(NC(C)C)nc(NS(=O)(=O)c2ccc(Cl)cc2)n1
→ -50%	-7%	0	89	0	89	14	100	86
Cc1coc(C)c1C(=O)CC1(O)C(=O)N(CCc2ccccc2)c2ccccc21 (centres undefined)
→ -27%	1%	1	103	-1	103	17	107	91
NC(=S)Nc1cnc2ccccc2c1
→ 15%	-12%	-10	174	10	174	nt	nt	nt
COc1ccc(C(=O)Nc2ccc(NC(=O)c3cnccn3)cn2)cc1
→ 10%	-4%	-12	134	11	134	nt	nt	nt

Continuation.
SMILES	PLAP inhibition	Bcl-B TR3 displacers	NFkB transloc inh	NFkB transloc inh cell count 2 µM	NFkB transloc pot	NFkB transloc pot cell count 2 µM	MRP resist rev	MRP resist rev cytotoxicity	MRP resist rev with doxorubicin
N#Cc1nc(COc2ccc(Br)cc2)oc1NCCN1CCOCC1	-44%	-10%	-3	119	3	119	nt	nt	nt
COC(=O)c1nc2ccc(C)cn2c1F	17%	-1%	-7	165	7	165	-6	91	97
Cc1ccccc1-c1noc(N)c1C#N	-21%	-2%	-10	114	10	114	-13	58	72
CCCCNC(=O)CN1C(=O)NC2(CCCc3ccccc32)C1=O (centres undefined)	1%	23%	5	153	-5	153	0	110	110
Cn1c(Cn2nnc3ccccc32)nnc1SCC(=O)c1ccc(F)cc1	10%	-1%	2	164	-2	164	2	97	94
S=C(Nc1ccc(Cl)cc1)NC1CC2CCCC(C1)N2C1CC1 (centres undefined)	-24%	4%	-28	138	28	138	nt	nt	nt
Cn1c(C(=O)N2CCc3ccccc3C2)cc2c(=O)n3ccccc3nc21	-61%	7%	nt	nt	nt	nt	9	94	85
N#CCSc1nnc(C2CCCCC2)n1-c1ccccc1	-7%	-5%	-11	164	11	164	9	92	83
O=C(/C=C/c1cccnc1)c1ccc(NC(=O)c2cccc(Br)c2)cc1	-1%	-2%	-7	134	7	134	nt	nt	nt
COc1cccc2[nH]c3c(N4CCC(C(N)=O)CC4)ncnc3c12	-10%	-5%	2	75	-2	75	3	94	91
COc1ccc(OC2C(=O)N(CCc3ccc(OC)c(OC)c3)C2c2ccc3c(c2)OCO3)cc1 (centres undefined)	-41%	2%	2	105	-2	105	nt	nt	nt
Cc1ccc(C(c2nnnn2Cc2cccs2)N2CCN(Cc3ccc4c(c3)OCO4)CC2)cc1 (centres undefined)	-83%	-14%	nt	nt	nt	nt	11	65	53
CCCc1nnc(SCC(=O)N2CCOCC2)n1CCCOC	-2%	4%	-18	121	18	121	3	98	95
Oc1ccc(N2CCN(C(c3ccncc3)c3nnnn3C3CCCC3)CC2)cc1 (centres undefined)	0%	0%	1	132	-1	132	-5	102	107
COC(=O)C1=C(C)N(C(C)C)C(=O)C1(NC(C)=O)C(F)(F)F (centres undefined)	-3%	-21%	13	50	-13	50	1	98	96
O=C(Nc1ccccc1)c1cccnc1N1CCOCC1	10%	-5%	nt	nt	nt	nt	nt	nt	nt
CCN(Cc1cc2ccccc2[nH]c1=O)S(=O)(=O)c1ccccc1	9%	2%	-18	171	18	171	10	77	67
Cc1cc(CNC(=O)Nc2ccc3c(c2)OCO3)nn1C	7%	-8%	-5	153	5	153	43	118	74
CCS(=O)(=O)c1ccc(-c2csc(-c3ccc(Cl)cc3)n2)c(Cl)c1Cl	-20%	8%	-5	194	5	194	nt	nt	nt
C=CCn1c(SCCN2C(=O)c3ccccc3C2=O)nc2scc(-c3ccccc3)c2c1=O	0%	2%	8	96	-8	96	nt	nt	nt
CC1CCN(CCOCCOc2ccc(Cl)cc2Br)CC1	-34%	5%	2	162	-2	162	nt	nt	nt
CC1CCN(S(=O)(=O)c2cc(Br)cc(C(=O)NC3=NCCS3)c2)CC1	-46%	-10%	-10	191	10	191	10	93	83
CN(NC(=O)C(C)(C)C)c1nc(-c2ccccc2)nnc1C(F)(F)F	-9%	3%	-5	111	5	111	-4	64	69
CC(Sc1nc2ccccc2c(=O)[nH]1)C(=O)O (centres undefined)	2%	4%	2	149	-2	149	8	103	95
CCOc1ccc(C2C(C#N)=C(N)Oc3cc(C)n(CCN(C)C)c(=O)c32)cc1OCC (centres undefined)	-49%	-5%	-15	126	15	126	-6	98	104
O=C(CSc1nnc(-c2ccc(Cl)cc2)n1Cc1ccco1)Nc1ccc2c(c1)OCCO2	16%	12%	nt	nt	nt	nt	-12	81	93
COCCNC(=O)Cn1ncc2ccsc2c1=O	3%	13%	8	162	-9	162	-8	87	95
Cc1ccc(NC(=S)NCc2ccccn2)cc1	13%	-4%	1	139	-1	139	nt	nt	nt
CCOC(=O)N1CCN(C(=O)c2csc3c2CCCCC3)CC1	-58%	4%	2	94	-2	94	33	86	54
CCOC(=O)c1c(C)sc2c1N(C(=O)CCl)c1cc(Cl)ccc1S2	-1%	-21%	14	158	-14	158	0	1	1
C=CCN1C(=O)C(O)(CC(=O)c2ccc(Cl)cc2)c2ccccc21 (centres undefined)	-34%	-24%	4	90	-4	90	nt	nt	nt
CC(C)(C)c1ccc(S(=O)(=O)NCCOCC(F)(F)C(F)F)cc1	26%	-1%	-34	122	34	122	16	96	80
Cc1nc2ccccc2c(=O)n1C1CCCCCC1	10%	2%	16	135	-16	135	3	83	79

An excerpt; rates above refer to the full screens.
